MOR-DOR inv ag – inverse agonists of human mu-delta opioid receptor heterodimerization. P35372+P41143. inhibition, % at 9.3 µM. 340,000 compounds, 0.21% hits. cell-based MOR-DOR heterodimer luminescence, inverse agonism; in the data active = inhibition above about 22%, passing the limit was not always enough;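 also: 0% = cells with DMSO and 100% = wells without cells with DMSO; values of inactives mirror those of a sister screen read the other way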
HTR5A inv ag – counter-screen for OPRM1-OPRD1 inverse agonists: human HTR5A inverse agonism; P47898; HTR5A cell line, luminescence; inhibition, % at 9.3 µM; 340,000 compounds, 0.083% hits; AID 504634; in the data active = inhibition mostly above about 23%, no sharp cut-off; inactive = mostly below about 18%;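 also: 0% = cells with DMSO and 100% = no-cell wells with DMSO; some compounds called inactive have numbers as strong as hits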
Target sequence (P47898 whole entry, looked up): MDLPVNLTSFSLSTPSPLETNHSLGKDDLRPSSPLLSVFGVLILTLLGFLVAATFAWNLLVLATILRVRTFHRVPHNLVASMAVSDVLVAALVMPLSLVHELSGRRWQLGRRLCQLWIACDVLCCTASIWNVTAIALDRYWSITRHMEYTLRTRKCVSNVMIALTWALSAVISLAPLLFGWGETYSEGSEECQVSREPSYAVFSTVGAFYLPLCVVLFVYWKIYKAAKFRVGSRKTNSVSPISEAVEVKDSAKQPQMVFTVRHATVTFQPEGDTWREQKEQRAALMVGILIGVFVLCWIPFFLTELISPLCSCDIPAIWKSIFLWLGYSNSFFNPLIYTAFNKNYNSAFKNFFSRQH
Ecoli viability – counter-screen for AddAB inhibitors: E. coli growth inhibition. E. coli V3065 growth, OD600 absorbance, 18 h. inhibition, % at 11.9 µM. 330,000 compounds, 0.27% hits. AID 449728;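 active = inhibition above the campaign's mean inhibition across all tested compounds plus 3 SD, cut at about 9.9% in these data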;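 also: uninfected addAB+ strain grown without phage in ampicillin broth; 0% = DMSO wells and 100% = ciprofloxacin 0.95 µg/ml wells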
Tat export inh – inhibitors of E. coli Tat protein transport; 340,000 compounds, 0.036% hits; AID 488895; E. coli MC4100 TorA-mCherry Tat export, fluorescence; inhibition, % at 10 µM;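 active = mean replicate inhibition at least 50% and at least half of replicates individually reaching 50%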;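 also: exported cargo escapes ClpAP degradation while cytoplasmic cargo is degraded and loses fluorescence; 0% = median of neutral control wells and 100% = median of NaSCN control wells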
OPRM1-OPRD1 ag – agonists of human mu-delta opioid receptor heterodimerization. P35372+P41143. cells, OPRM1-OPRD1 heterodimerization, luminescence. activation, % at 9.3 µM. 340,000 compounds, 0.3% hits. AID 504326; in the data active = activation above about 18%;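 also: 0% = vehicle-treated cells and 100% = reference agonist; values of inactives mirror those of a sister screen read the other way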
PKA-R1A activ – PKA-R1A complex activation. P00514+P68181. PKA-R1A dissociation, Cy5-IP20 fluorescence polarization; scaled: DMSO 0%, 113 µM cGMP 100%. activation, % at 11.4 µM. 340,000 compounds, 0.083% hits. AID 504707;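 active = percent activation above the mean of all tested compounds plus 3 SD, cut at about 19% in these data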;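 also: higher means more PKAc released from R1A so a rise in polarization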
Mot1-301 SUMO – inhibitors of SUMOylation pathway: yeast Mot1-301 growth rescue. S. cerevisiae Mot1-301 growth rescue, ATP luminescence, 38.5C; percent above DMSO median, 100 means doubled. growth rescue, % at 18.8 µM. 320,000 compounds, 1% hits. AID 2716;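 active = every valid replicate shows activation above 250% relative to neutral control wells; inactive = the rest, any valid replicate at or below 250%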;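 also: OY570 slx delta 5 strain wells were the positive control but not used for scaling; some compounds called inactive have numbers as strong as hits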
PKA-R2B act – PKA-R2B complex activation; P22694+P31323; PKA-R2B holoenzyme dissociation, Cy5-IP20 fluorescence polarization; R2B truncated from residue 108, S112A mutant; 0% DMSO only, 100% 113 µM cGMP; activation, % at 11.4 µM; 340,000 compounds, 0.079% hits; AID 504700;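 active = activation above a cutoff set at the mean over all compounds plus 3 SD, cut at about 18% in these data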;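 also: higher means more holoenzyme dissociation and a rise in polarization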
Target sequence (P31323 whole entry, looked up, other chains not shown, the tested form may be a part): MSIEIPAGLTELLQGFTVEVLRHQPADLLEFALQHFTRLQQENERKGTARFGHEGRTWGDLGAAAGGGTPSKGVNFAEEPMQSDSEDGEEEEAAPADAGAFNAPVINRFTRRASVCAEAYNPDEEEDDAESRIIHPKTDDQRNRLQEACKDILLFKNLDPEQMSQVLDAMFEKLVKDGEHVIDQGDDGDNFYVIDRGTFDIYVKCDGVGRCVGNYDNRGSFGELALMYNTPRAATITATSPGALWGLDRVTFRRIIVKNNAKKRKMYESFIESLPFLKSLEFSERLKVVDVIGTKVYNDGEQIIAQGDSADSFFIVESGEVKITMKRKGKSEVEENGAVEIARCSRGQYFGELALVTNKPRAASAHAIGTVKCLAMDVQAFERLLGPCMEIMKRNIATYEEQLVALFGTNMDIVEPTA
phage Ecoli inh – E. coli growth loss with phage present; growth absorbance; inhibition, % at 11.9 µM; 360,000 compounds, 0.26% hits; in the data active = inhibition above about 11%
PfHsp90 set2 – reduces growth (ATP signal) of yeast expressing P. falciparum Hsp90 | AID 504621 | S. cerevisiae expressing PfHsp90, BacTiter-Glo ATP, 48 h; yeast lacking PDR1 and PDR3 efflux regulators | inhibition, % at 9.4 µM | 310,000 compounds, 0.32% hits;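 active = every replicate shows inhibition above about 80%, whatever the replicate mean, limit read from the data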;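 also: 0% = DMSO neutral controls and 100% = 20 µM radicicol positive controls; yeast relying on Plasmodium falciparum Hsp90 in place of its own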
AddAB inh – less growth of phage-infected E. coli with AddAB; E. coli expressing H. pylori AddAB, absorbance growth; inhibition, % at 11.9 µM; 330,000 compounds, 0.29% hits; AID 435030; in the data active = inhibition above about 12%;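 also: 0% = vehicle wells of infected cells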
Numbers without * were called inactive; / = no result given.

item	structure	MOR-DOR inv ag	HTR5A inv ag	Ecoli viability	Tat export inh	OPRM1-OPRD1 ag	PKA-R1A activ
1	O=C(Cn1ncc2c([nH]c3ccccc32)c1=O)N1CCN(c2ccc(F)cc2)CC1	5	4	-1.1	-7	-0.9	3
2	COc1ccc(CCNC(=O)c2cnc3ccccc3n2)cc1	4	-23	-0.2	-4	-0.4	-5
3	CCN(c1ccc(OC)cc1)S(=O)(=O)c1nnc(NC(=O)COc2ccccc2)s1	2	-2	-1.7	-9	-0.4	3
4	COc1ccc(C(=O)c2ccccc2)c(OCC(=O)NC2CC2)c1	-7	2	-0.2	-4	1.6	18
5	COc1ccc(C2C(=O)N(CCc3ccccc3)CC(=O)N2C2CCCC2)cc1 (stereo unspecified)	2	17	-0.3	0	-0.4	0
6	CC(C)Oc1ccccc1C1Nc2ccccc2C(=O)N1c1ccc2c(c1)OCCO2 (stereo unspecified)	-1	-11	1.6	3	0.2	3
7	Nn1c(SCC(=O)NC2CCS(=O)(=O)C2)nnc1-c1ccco1 (stereo unspecified)	9	-3	0.5	-7	-1.9	5
8	O=C(NCc1ccccc1Cl)NC(=O)c1csc([N+](=O)[O-])c1	-7	-27	0.9	-5	1.4	-6
9	CCCC(C(=O)NCC1CCCO1)N(Cc1ccco1)C(=O)CNS(=O)(=O)c1ccc(F)cc1 (stereo unspecified)	2	-23	-0.4	0	-0.4	4
10	Cc1nc(Cl)sc1C(=O)Nc1ccccc1	7	-2	1.3	3	-1.0	-19
11	Cc1nc2ccc([N+](=O)[O-])cc2[nH]1	4	-10	-1.3	-2	-0.7	-3
12	CCOCCc1nn2c(=O)cc(CSCC(=O)Nc3cc(C)cc(C)c3)nc2s1	6	5	0.2	0	-1.1	-8
13	COc1ccc(CN2C(=O)CCC(C(=O)O)C2c2ccccc2)cc1 (stereo unspecified)	16	-24	-1.7	-15	-3.3	1
14	COc1cccc(Cn2c(NCc3cccnc3)nc3c2c(=O)n(C)c(=O)n3C)c1	12	1	0.0	-8	-2.7	-5
15	O=C(Cn1c(C(=O)N2CCN(C3CCCCC3)CC2)cc2sccc21)c1ccccc1	-11	2	-0.7	12	2.0	11

item	Mot1-301 SUMO	PKA-R2B act	phage Ecoli inh	PfHsp90 set2	AddAB inh
1	-6	4	3.0	16	1.4
2	18	3	0.8	11	4.2
3	23	-1	1.9	-33	0.1
4	/	0	1.6	11	1.4
5	-2	6	2.1	8	1.8
6	31	4	2.2	-6	-1.1
7	-7	-5	2.6	-6	1.2
8	-7	0	5.7	-19	-0.2
9	-3	0	0.7	28	0.9
10	-19	9	2.6	-9	2.7
11	6	-1	3.8	19	-0.7
12	192	-2	0.5	-2	-0.3
13	8	-2	5.5	-12	1.6
14	-11	-6	3.4	17	4.2
15	-20	1	1.7	30	1.8

(next part)
item	structure	MOR-DOR inv ag	HTR5A inv ag	Ecoli viability	Tat export inh	OPRM1-OPRD1 ag	PKA-R1A activ
16	COc1ccc(/C=N\NC(=O)CCN2CCN(c3ccccc3)CC2)cc1OC	12	5	3.2	10	-2.1	0
17	O=C(OCCN1CCN(c2ncc(C(F)(F)F)cc2Cl)CC1)c1ccc(F)cc1	13	12	0.7	7	-2.3	-2
18	COc1ccc2c(C)c(C(=O)NCC(C)O)oc2c1OC (stereo unspecified)	5	-7	-0.3	5	-1.1	10
19	Cc1noc(C)c1S(=O)(=O)N1CCC(Cc2ccccc2)CC1	-14	-8	-1.6	11	2.4	-5
20	CCCN(C(=O)c1cc(S(=O)(=O)N(C)c2ccccc2OC)ccc1C)C1CCS(=O)(=O)C1 (stereo unspecified)	6	-20	/	-9	-1.2	-10
21	COc1cccc(NC(=O)CN(c2cccc(OC)c2)S(C)(=O)=O)c1	/	/	0.6	2	/	/
22	C=CCn1c(SCC(=O)NC2CCS(=O)(=O)C2)nnc1-c1ccncc1 (stereo unspecified)	4	14	1.0	-2	-0.7	11
23	Cc1cc(OCC(=O)Nc2sc3c(c2C#N)CC(C)(C)NC3(C)C)c(C(C)C)cc1Cl	-18	15	-3.6	-3	3.6	-10
24	COc1ccc(C(=O)NC(=S)NCc2ccco2)cc1	-6	-1	0.0	4	1.2	7
25	O=C(Nc1ccon1)c1cnc2sccn2c1=O	16	1	-0.2	-3	-3.1	-10
26	Nn1c(SCC(=O)NC2CCS(=O)(=O)C2)nc2scc(-c3ccccc3)c2c1=O (stereo unspecified)	17	-1	-0.3	-2	-4.4	-9
27	CCOc1ccc(-c2nnc(NC(=O)C3CCCC3)o2)cc1	-15	-27	-5.5	-9	1.9	5
28	COC(=O)c1cccc(NC(=O)CN2CCOCC2)c1	-2	10	-0.1	-7	0.3	4
29	COc1ccccc1Nc1nc(N)nc(CSC(=S)N2CCOCC2)n1	9	-31	-0.2	14	-1.8	-7
30	C[C@H]1CN([C@@H](C)CO)C(=O)c2cccc(NC(=O)Nc3ccc(C(F)(F)F)cc3)c2O[C@@H]1CN(C)Cc1ccc(Cl)c(Cl)c1	8	-39	0.8	-7	-1.5	0

item	Mot1-301 SUMO	PKA-R2B act	phage Ecoli inh	PfHsp90 set2	AddAB inh
16	14	-10	2.5	-6	3.0
17	10	-5	3.3	-15	-0.1
18	6	2	3.2	-7	0.2
19	-13	-3	0.2	3	2.7
20	/	-1	5.2	-9	/
21	4	/	4.3	26	1.6
22	-10	3	3.0	27	-2.7
23	-39	5	1.3	-11	1.5
24	16	1	-3.2	1	5.7
25	-14	-4	3.5	-16	1.5
26	1	0	0.8	11	-0.5
27	145	-1	-1.4	4	-3.4
28	4	2	0.8	-38	1.6
29	-7	-3	3.0	-10	0.3
30	15	-4	3.0	/	1.4

New compounds follow
item	structure	MOR-DOR inv ag	HTR5A inv ag	Ecoli viability	Tat export inh	OPRM1-OPRD1 ag	PKA-R1A activ
31	CN1CCN(c2nc(-c3ccccc3)cc(C(F)(F)F)n2)CC1	-6	0	-1.4	7	1.0	-6
32	CCOC(=O)Nc1ccc2c(c1)ncn2C1CCCCC1	8	4	-0.2	-4	-1.3	-3
33	COc1cc(CO)ccc1Oc1nc2ccccc2n2cnnc12	16	-13	-1.0	-2	-3.2	-7
34	NS(=O)(=O)c1ccc(CCNS(=O)(=O)c2ccc(Cl)nc2)cc1	6	14	1.9	-8	-1.2	7
35	O=C(O)CCCCCN1C(=O)/C(=C\c2ccc(-c3ccc(Cl)cc3)o2)SC1=S	12	-19	0.6	-3	-2.3	-6
36	O=C(OCCN1C(=O)c2ccccc2C1=O)C1CC(O)CN1S(=O)(=O)c1ccc(Cl)cc1 (stereo unspecified)	6	6	1.9	0	-1.4	-4
37	CCN1CCC(O)(/C=C/c2ccc(C)cc2)C(C(=O)/C=C/c2ccc(C)cc2)C1 (stereo unspecified)	-23	-12	/	3	4.6	2
38	OC(COCC1COc2ccccc2O1)CN1CCc2ccccc2C1 (stereo unspecified)	3	-22	-0.7	-9	-0.5	1
39	COc1cccc(C(=O)OC2CCCN(C)C2)c1 (stereo unspecified)	18	14	-0.6	1	-4.4	-2
40	CC1CCN(C(=S)NC(=O)c2ccc(F)cc2)CC1	19	11	-5.0	-3	-3.6	-4
41	COc1ccc(C2=NOC(C)(c3nnc(Cc4ccccc4)o3)C2)cc1 (stereo unspecified)	14	-1	-0.2	1	-2.5	-7
42	O=C(NCCc1ccccc1)c1nc2ncccn2n1	5	-36	-1.2	-4	-1.0	-4
43	CC1CCc2c(sc3ncnc(NS(=O)(=O)c4cccs4)c23)C1 (stereo unspecified)	11	14	-0.2	-9	-2.0	1
44	COCCSc1nnc(NC(=O)C2CC(=O)N(c3ccc(OC)cc3)C2)s1 (stereo unspecified)	8	15	-0.4	-7	-1.5	0
45	Cc1cc(/C=C(\C#N)C(=O)Nc2ccccc2F)c(C)[nH]1	6	9	0.3	-9	-1.3	5

item	Mot1-301 SUMO	PKA-R2B act	phage Ecoli inh	PfHsp90 set2	AddAB inh
31	6	-7	3.4	2	1.0
32	0	-2	-0.6	7	1.2
33	3	-9	2.1	8	3.4
34	3	-5	3.1	17	0.3
35	-9	15	4.5	9	-0.2
36	-2	2	1.9	0	2.7
37	/	1	3.1	20	/
38	-8	2	4.0	7	-1.7
39	3	8	1.3	-35	2.9
40	-5	7	1.8	/	-2.8
41	-12	-1	1.4	/	0.2
42	-7	3	3.5	1	2.1
43	-5	0	3.6	6	0.6
44	-2	-8	2.9	/	4.1
45	89	0	2.1	-7	0.2

(listing goes on)
item	structure	MOR-DOR inv ag	HTR5A inv ag	Ecoli viability	Tat export inh	OPRM1-OPRD1 ag	PKA-R1A activ
46	Cc1ccc(-c2nn[nH]n2)cc1Cl	13	-6	-0.1	9	-2.6	5
47	O=C(NC(=O)c1ccc(Cl)c(Cl)c1)OC1CCS(=O)(=O)C1 (stereo unspecified)	13	16	-1.2	-14	-2.5	-8
48	CCCc1nc(SCC(=O)N2CCOCC2)c2c(C)c(C)sc2n1	-22	-7	-2.5	-2	2.9	-1
49	COc1ccccc1C1CC(c2ccc(C)cc2)Nc2ncnn21 (stereo unspecified)	13	-3	-2.3	-10	-2.5	-4
50	O=C(/C=C/c1ccc(O)c(O)c1)c1ccc(S(=O)(=O)N2CCCCCC2)cc1	1	-6	7.4	1	-0.2	0
51	Cc1ccc(S(=O)(=O)N(CC(=O)NCc2ccccc2Cl)C(=O)N2CCN(C)CC2)cc1	10	-9	2.3	-3	-2.0	-6
52	O=C(NNc1c(Cl)cccc1Cl)c1sccc1Cl	8	-9	0.3	-10	-1.6	-5
53	COC(=O)/C(C#N)=C1/C=Cc2ccccc2N1	-15	10	-3.1	0	2.1	-5

item	Mot1-301 SUMO	PKA-R2B act	phage Ecoli inh	PfHsp90 set2	AddAB inh
46	-10	3	2.1	13	2.7
47	-6	-6	4.5	11	2.0
48	-21	-3	0.0	8	0.2
49	29	-16	0.2	-27	0.0
50	3	8	8.7	-14	4.8
51	-6	0	3.3	-14	1.8
52	10	-2	2.9	-2	1.4
53	2	7	1.8	-22	0.8

An excerpt of these results, with values under each structure:
Every second line gives: MOR-DOR inv ag | HTR5A inv ag | Ecoli viability | Tat export inh | OPRM1-OPRD1 ag | PKA-R1A activ | Mot1-301 SUMO | PKA-R2B act | phage Ecoli inh | PfHsp90 set2 | AddAB inh
[46] Cc1ccc(-c2nn[nH]n2)cc1Cl
    13 | -6 | -0.1 | 9 | -2.6 | 5 | -10 | 3 | 2.1 | 13 | 2.7
[47] O=C(NC(=O)c1ccc(Cl)c(Cl)c1)OC1CCS(=O)(=O)C1 (stereo unspecified)
    13 | 16 | -1.2 | -14 | -2.5 | -8 | -6 | -6 | 4.5 | 11 | 2.0
[48] CCCc1nc(SCC(=O)N2CCOCC2)c2c(C)c(C)sc2n1
    -22 | -7 | -2.5 | -2 | 2.9 | -1 | -21 | -3 | 0.0 | 8 | 0.2
[49] COc1ccccc1C1CC(c2ccc(C)cc2)Nc2ncnn21 (stereo unspecified)
    13 | -3 | -2.3 | -10 | -2.5 | -4 | 29 | -16 | 0.2 | -27 | 0.0

Bioassay records as filed in PubChem.

Not a hit list. About 2.2% of those tested had a hit in this group.
